Source: PubChem BioAssay (several laboratories)
AddAB inh: growth inhibition of E. coli expressing H. pylori AddAB, primary screen, AddAB inhibitor project, absorbance | AID 435030, 2010 | 330,000 tested, 0.29% active | inhibition, % at 11.9 µM; in the data active = inhibition above about 12%;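 also: 0% = vehicle wells of infected cells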
Tat transport: E. coli Tat export inhibitors, primary screen, MC4100, TorA-mCherry reporter, fluorescence, single point; inhibition, % at 10 µM; 340,000 tested, 0.036% active; AID 488895, 2010;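 active = mean replicate inhibition at least 50% and at least half of replicates individually reaching 50%; inconclusive = only one of the two criteria met; inactive = neither criterion met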;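 also: exported cargo escapes ClpAP degradation while cytoplasmic cargo is degraded and loses fluorescence; 0% = median of neutral control wells and 100% = median of NaSCN control wells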
Mot1-301 SUMO: yeast Mot1-301 growth rescue at high temperature, primary screen, SUMOylation pathway inhibitor project, S. cerevisiae, ATP luminescence, 38.5C | S. cerevisiae Mot1-301 growth rescue; percent above DMSO median, 100 means doubled | growth rescue, % at 18.8 µM | 320,000 tested, 1% active;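 active = every valid replicate shows activation above 250% relative to neutral control wells; inactive = the rest, any valid replicate at or below 250%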;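 also: OY570 slx delta 5 strain wells were the positive control but not used for scaling; some compounds called inactive have numbers as strong as hits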
PKA-R1A act: activators of PKA-R1A holoenzyme, primary screen, biochemical, fluorescence polarization, Cy5-IP20, bovine R1A, mouse PKAc; PKA-R1A dissociation; scaled: DMSO 0%, 113 µM cGMP 100%; activation, % at 11.4 µM; 340,000 tested, 0.083% active; cAMP-dependent protein kinase type I-alpha regulatory subunit (Bos taurus) + …; AID 504707, 2011;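 active = percent activation above the mean of all tested compounds plus 3 SD, cut at about 19% in these data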;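 also: higher means more PKAc released from R1A so a rise in polarization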
Arr AP2 block: inhibitors of beta-arrestin/AP2 binding, primary screen, biochemical, GPCR trafficking, flow cytometry. beta-arrestin 1 C-terminal peptide binding to AP2 beta2-adaptin appendage (human). FITC-arrestin peptide / GST-AP2 beads; AP2 beta2 appendage carries R879A mutation. inhibition, % at 10 µM. 340,000 tested, 0.31% active. AID 504490, 2011;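 active = inhibition above a set limit, near 3 SD of compounds lacking own fluorescence, cut at about 54% in these data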;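 also: plate controls were DMSO wells for no effect and 5 µM unlabelled arrestin peptide for full effect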
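Test system: GST-tagged AP2 beta2-adaptin appendage (R879A) on 4 µm glutathione beads; also added: fluorescein-tagged arrestin peptide at 50 nM final; timing: 12 min plus 1 h, RT; signal: flow cytometry, FL1 (488/535 nm); read-out: percent drop in bead-associated FITC signal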
MOR-DOR inv ag: inverse agonists of MOR-DOR heterodimerization, primary screen, cell-based, luminescence. cell-based MOR-DOR heterodimer luminescence, inverse agonism. inhibition, % at 9.3 µM. 340,000 tested, 0.21% active. Mu-type opioid receptor (Homo sapiens) + Delta-type opioid receptor (Homo sapiens), …; in the data active = inhibition above about 22%, passing the limit was not always enough;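 also: 0% = cells with DMSO and 100% = wells without cells with DMSO; values of inactives mirror those of a sister screen read the other way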
phage Ecoli inh: growth loss of phage-infected E. coli, primary screen, RecBCD inhibitor project, absorbance, with phage, HTS; inhibition, % at 11.9 µM; 360,000 tested, 0.26% active; in the data active = inhibition above about 11%
DSG3 Ab inh: inhibitors of pemphigus antibody binding to DSG3, primary screen, biochemical, bead-based, flow cytometry, scFv-GFP. Desmoglein-3 (Homo sapiens), P32926. binding (percent of control), % at 10 µM. 310,000 tested, 0.48% active. DSG3-coupled beads, scFv-anti-DSG3-GFP binding; stronger effect = lower value;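 active = binding more than 3 SD below its plate's average and above zero; inconclusive = below that plate limit but binding exactly zero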;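 also: hits lower antibody fragment binding to DSG3; some compounds called inactive have numbers as strong as hits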
Target sequence (P32926 whole entry, looked up, the tested form may be a part): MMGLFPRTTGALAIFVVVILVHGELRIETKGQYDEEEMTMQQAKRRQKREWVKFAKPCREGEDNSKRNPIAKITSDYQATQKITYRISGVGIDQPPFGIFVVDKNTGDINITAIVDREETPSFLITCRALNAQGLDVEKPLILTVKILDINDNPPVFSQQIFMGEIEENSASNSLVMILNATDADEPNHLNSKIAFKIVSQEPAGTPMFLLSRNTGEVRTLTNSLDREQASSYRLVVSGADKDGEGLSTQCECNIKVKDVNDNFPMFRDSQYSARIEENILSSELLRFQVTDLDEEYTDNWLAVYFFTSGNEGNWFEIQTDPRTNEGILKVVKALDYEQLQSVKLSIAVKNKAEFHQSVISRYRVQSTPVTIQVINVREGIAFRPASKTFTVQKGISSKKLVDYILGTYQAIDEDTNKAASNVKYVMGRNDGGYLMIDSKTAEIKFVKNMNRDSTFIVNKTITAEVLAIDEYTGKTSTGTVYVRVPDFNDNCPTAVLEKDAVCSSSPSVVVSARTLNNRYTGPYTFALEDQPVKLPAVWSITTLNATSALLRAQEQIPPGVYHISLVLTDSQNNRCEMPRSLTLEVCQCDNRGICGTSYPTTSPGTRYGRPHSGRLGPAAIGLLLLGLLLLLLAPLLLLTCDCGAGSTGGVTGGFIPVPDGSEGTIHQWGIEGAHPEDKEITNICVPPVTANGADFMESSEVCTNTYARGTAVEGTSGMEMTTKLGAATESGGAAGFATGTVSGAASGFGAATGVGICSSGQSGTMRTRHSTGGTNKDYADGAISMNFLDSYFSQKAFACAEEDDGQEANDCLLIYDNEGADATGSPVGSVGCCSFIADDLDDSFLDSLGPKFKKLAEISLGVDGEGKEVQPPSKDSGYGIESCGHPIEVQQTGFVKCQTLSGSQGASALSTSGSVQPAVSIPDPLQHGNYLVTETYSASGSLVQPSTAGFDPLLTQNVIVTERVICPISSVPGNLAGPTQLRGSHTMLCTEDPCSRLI
E coli growth: E. coli V3065 growth inhibition, primary screen, counter-screen for AddAB inhibitor project, absorbance, OD600; inhibition, % at 11.9 µM; 330,000 tested, 0.27% active; 18 h;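 active = inhibition above the campaign's mean inhibition across all tested compounds plus 3 SD, cut at about 9.9% in these data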;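 also: uninfected addAB+ strain grown without phage in ampicillin broth; 0% = DMSO wells and 100% = ciprofloxacin 0.95 µg/ml wells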
PfHsp90 yeast 2: growth inhibition of PfHsp90-expressing yeast, primary screen, antimalarial PfHsp90 inhibitor project, S. cerevisiae, BacTiter-Glo luminescence, single point, set 2; 310,000 tested, 0.32% active; AID 504621, 2011; inhibition, % at 9.4 µM; BacTiter-Glo ATP, 48 h; yeast lacking PDR1 and PDR3 efflux regulators;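 active = every replicate shows inhibition above about 80%, whatever the replicate mean, limit read from the data; inconclusive = mean inhibition reaches the set limit but some replicate falls short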;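 also: 0% = DMSO neutral controls and 100% = 20 µM radicicol positive controls; yeast relying on Plasmodium falciparum Hsp90 in place of its own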
OPRM1-OPRD1 ag: agonists of OPRM1-OPRD1 heterodimerization, primary screen, cell-based, luminescence; 340,000 tested, 0.3% active; cells; AID 504326, 2011; Mu-type opioid receptor (Homo sapiens) + Delta-type opioid receptor (Homo sapiens), …; activation, % at 9.3 µM; in the data active = activation above about 18%;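 also: 0% = vehicle-treated cells and 100% = reference agonist; values of inactives mirror those of a sister screen read the other way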
Starred values were filed as active, the others as inactive; ? = inconclusive; . = not tested or not shown.

SMILES | AddAB inh | Tat transport | Mot1-301 SUMO | PKA-R1A act | Arr AP2 block | MOR-DOR inv ag | phage Ecoli inh | DSG3 Ab inh | E coli growth | PfHsp90 yeast 2 | OPRM1-OPRD1 ag
NC(=O)C(c1ccccc1)C1CCCC1 (stereo unspecified) | 1.5 | -1 | 0 | -11 | 2 | 12 | 2.8 | 100 | -0.1 | -10 | -2.6
Cc1ccc(Cn2c(SCC(N)=O)nc3c2c(=O)n(C)c(=O)n3C)cc1 | 1.4 | -7 | 5 | -7 | -10 | 15 | 1.6 | . | 0.2 | -1 | -3.2
O=C(Cc1ccccc1[N+](=O)[O-])Nc1ccc2c(c1)OCCO2 | 1.4 | -6 | 0 | -8 | -1 | 7 | 3.7 | 108 | 0.0 | 3 | -1.5
CCCc1cc(=O)n2nc(N3CCC(C(=O)Nc4cccc(C(C)=O)c4)CC3)sc2n1 | 0.9 | 3 | -9 | 7 | 3 | 11 | 2.2 | 90 | -1.6 | 6 | -2.2
CN1CCN(C(=S)c2ccc(OCC(=O)Nc3cccc(C(F)(F)F)c3)cc2)CC1 | 3.5 | 8 | 1 | -3 | 1 | 4 | -0.5 | 106 | -0.3 | 2 | -0.7
CC(C)NC(=O)NC(=O)CSc1nncs1 | -0.3 | -3 | -15 | 14 | -13 | 2 | 5.1 | 105 | -2.2 | 6 | -0.4
COc1ccc(OCC(O)CNC(=O)Nc2ccc(F)cc2)cc1 (stereo unspecified) | 1.8 | 7 | -17 | 2 | 32 | 15 | -6.0 | . | -0.2 | -2 | -2.9
COc1ccc2[nH]c(=O)c(CN(CC3CCCO3)C(=S)Nc3cccc(C)c3)cc2c1 (stereo unspecified) | 0.9 | 1 | -4 | 8 | 11 | -2 | 3.1 | 94 | 1.9 | -15 | 0.3
Cc1cc(C)n(-c2ccc(C(=O)NCc3ccc4c(c3)OCO4)cc2)n1 | 0.2 | 1 | 154 | 4 | -9 | 16 | 0.8 | 106 | 0.0 | . | -2.7
CCOC(=O)N1CCN(S(=O)(=O)N2CCCC(C(=O)NCCCN3CCC(C)CC3)C2)CC1 (stereo unspecified) | 2.1 | -2 | 56 | -5 | 41 | 10 | 2.2 | 104 | -0.2 | -7 | -1.9
O=C(C1CCN(c2nc3nonc3nc2N2CCCCC2)CC1)N1CCOCC1 | 4.9 | -5 | 2 | 8 | 26 | -3 | -0.3 | 102 | -1.3 | -19 | 0.6
COc1ccc(/C=N/NC(=O)CCC(=O)Nc2ccccc2)cc1OC | 0.7 | -5 | 795* | 6 | -6 | 13 | 4.3 | 93 | -0.9 | -23 | -2.6
CCOC(=O)[C@@H]1[C@H]2COc3cc(OC)ccc3[C@H]2N2C(=O)N(c3cccc(C)c3)C(=O)[C@]12C | 0.4 | -2 | -7 | 8 | 19 | 2 | 1.1 | 100 | -1.8 | 0 | -0.4
OC(COc1ccc(CNCCc2ccc(C(F)(F)F)cc2)cc1)CN1CCCCC1 (stereo unspecified) | 1.9 | 11 | 329 | -3 | -1 | -2 | 7.9 | 102 | 2.6 | 29 | 0.4
CC(=O)c1cc(-c2ccc(F)cc2)n(CCC(=O)Nc2cccc(C)n2)c1C | 3.3 | 4 | 13 | -4 | 3 | 4 | 3.3 | 101 | -1.0 | -10 | -0.8
COc1ccc(-c2cc3ncc(-c4ccccc4)c(N)n3n2)cc1 | . | 0 | . | -5 | -59 | -19 | 3.4 | 106 | . | 11 | 3.6
COc1cc(OC)cc(C(=O)NCC(=O)Nc2ccc(-c3ccccc3)cc2)c1 | 1.1 | -2 | 21 | 1 | 31 | -35 | 1.6 | 117 | -0.8 | -24 | 6.6
CC(C)(C)OC(=O)NC(CNCc1ccccc1)Cc1ccccc1 (stereo unspecified) | 4.4 | -10 | 8 | 2 | -1 | -44 | 3.7 | 101 | 3.0 | -12 | 7.8
COc1ccc(CNC(=O)COC(=O)c2cc3ccccc3o2)cc1 | . | 1 | . | -16 | 34 | 4 | 0.1 | 100 | . | 0 | -0.7
O=C(COc1ccc2ccc(=O)oc2c1)NCCCn1ccnc1 | 2.5 | -2 | 29 | -5 | -9 | 12 | 1.4 | 79 | 3.0 | -10 | -2.3
O=C(CSc1nc(C(F)(F)F)cc(=O)[nH]1)NCC1CCCO1 (stereo unspecified) | 0.1 | -1 | -17 | 0 | 3 | 4 | 1.3 | 102 | -1.8 | -10 | -0.6
CN(C)S(=O)(=O)N(CC(=O)N(Cc1ccccc1)Cc1ccccc1)c1ccccc1 | 0.7 | 7 | -9 | -9 | -1 | -10 | 2.1 | 100 | 1.6 | 16 | 1.8
C(=C\CSc1nnnn1-c1ccccc1)/CSc1nnnn1-c1ccccc1 | 0.0 | -2 | 4 | -9 | -3 | 8 | 2.2 | 89 | 1.4 | 14 | -1.7
CCOC(=O)N1CCC(NC(=S)Nc2ccc3nc(N4CCN(CC)CC4)cc(C)c3c2)CC1 | -2.3 | 0 | 9 | -5 | 6 | 4 | 2.6 | 94 | -2.7 | 14 | -0.8
CN(CC(=O)Nc1cccc2ccccc12)C(=O)c1ccc(F)cc1F | 0.4 | 23 | 0 | -6 | -3 | -1 | 1.8 | 101 | 0.0 | -15 | 0.3
CCCn1c(SCC(=O)NNC(=O)c2ccc(C)cc2)nnc1C(C)C | 1.0 | -4 | 5 | 6 | -1 | 19 | 0.9 | 98 | -3.1 | -35 | -3.5
Cn1ccnc1Sc1nnnn1-c1ccccc1 | 1.4 | -3 | -5 | 0 | -1 | 4 | 2.2 | 95 | 3.7 | 6 | -0.8
O=C(CN1CCc2cc3c(cc2C1)OCCCO3)Nc1ccc(F)cc1 | 1.1 | -2 | 1 | -14 | -1 | 9 | 0.6 | . | -0.8 | 33 | -1.6
Cc1ccc(OCCCC(=O)Nc2ccc(Br)cc2)cc1 | -1.4 | 0 | 1 | -6 | 26 | -25 | 2.0 | 95 | 0.1 | -4 | 4.5
CN(C)c1ccc(C(C(=O)NCC2CCCO2)N(C(=O)c2snc(C(N)=O)c2N)c2ccccc2)cc1 (stereo unspecified) | 1.9 | 0 | -18 | -1 | -10 | 16 | 0.6 | 109 | 0.1 | -19 | -3.0
Cc1ccc(CCNC(=O)CN2CCN(Cc3ccccc3F)C2=O)cc1 | 3.1 | 2 | 35 | 6 | 0 | 19 | 2.6 | 105 | 1.3 | 47 | -4.2
CC(=O)c1ccccc1NC(=O)CCNC(=O)c1ccco1 | 4.9 | 0 | 217 | -10 | -4 | -15 | 1.5 | 107 | -1.8 | -4 | 1.9
S=c1[nH]c2ccccc2o1 | 2.1 | -4 | 7 | 1 | -6 | 16 | 3.8 | 112 | 0.6 | 0 | -3.1
CC(=O)N1CCN(Cc2nc(C(c3ccccc3)c3ccccc3)no2)CC1 | -3.5 | 18 | 3 | 2 | 0 | 5 | 5.6 | 104 | -0.5 | 12 | -0.9
COC(=O)c1c(-c2ccc(OC)c(OC)c2)csc1N | 0.3 | 0 | 17 | 5 | 17 | -11 | 1.3 | 108 | -2.6 | 11 | 2.0
Cc1c(C)n(CCC#N)c2ccc(Cl)cc12 | 1.0 | 7 | 55 | -15 | -4 | -13 | 3.9 | 94 | 0.6 | 27 | 2.0
CC(C)C(c1nnnn1C1CCCCC1)N1CCCc2ccccc21 (stereo unspecified) | 2.1 | 1 | -30 | -8 | 33 | -11 | 3.0 | . | 0.4 | -19 | 1.9
CCOc1cc(C(=O)OCC(=O)Nc2ccc(F)cc2Cl)ccc1OCC(=O)N1CCOCC1 | . | 20 | . | -1 | -9 | 13 | 5.3 | 105 | . | 7 | -2.6
CCOC(=O)C1CCN(C(=O)c2sc3ncnc(N4CCC(C)CC4)c3c2C)CC1 | -0.2 | -6 | 0 | 1 | 14 | 6 | -0.6 | 96 | 0.5 | 22 | -1.1
Cc1cc(=O)n2nc(N3CCC(C(=O)NCC(C)c4ccccc4)CC3)sc2n1 (stereo unspecified) | 0.1 | -4 | -1 | -4 | -7 | 13 | -2.6 | . | 0.8 | -12 | -2.4
C/C(=N/NS(=O)(=O)c1ccc(CC(C)C)cc1)c1ccncc1 | -1.7 | -11 | 143 | 5 | 6 | -4 | 0.2 | 103 | 0.6 | -10 | 0.7
COc1ccc(CC(=O)NNC(=O)c2ccoc2C)cc1OC | 0.8 | 2 | 3 | -3 | 0 | -20 | 3.9 | 98 | -1.0 | 4 | 3.6
Cn1cnc2ccc([N+](=O)[O-])cc2c1=O | 2.0 | -4 | -18 | -2 | 9 | -4 | 5.2 | 94 | -0.1 | 3 | 0.6
Cc1cccc(N(CC(=O)NC(C)(C)C)C(=O)CCC(=O)Nc2nccs2)c1 | -0.3 | ? | 8 | 1 | 11 | 13 | 3.6 | 117 | -0.7 | 4 | -2.8
CCN1C(=O)N(C)C2(c3ccccc3)N(C)C(=O)N(C)C12c1ccccc1 (stereo unspecified) | 3.1 | -4 | -11 | 5 | 0 | 15 | 3.2 | 99 | -1.3 | . | -3.1
c1ccc(Cn2ccc(-c3cnc(-c4ccccc4)s3)n2)cc1 | 2.0 | 7 | -22 | -21 | -6 | -25 | 3.3 | 113 | -1.3 | 15 | 5.0
CS(=O)(=O)N(CC(=O)Nc1cccc(F)c1)c1cccc([N+](=O)[O-])c1 | 0.2 | -2 | 3 | 5 | 6 | 10 | 3.7 | 108 | -2.4 | -10 | -2.0
COc1cc2[nH]c3c(N4CCN(c5ccccn5)CC4)ncnc3c2cc1OC | 1.4 | -16 | 4 | 1 | -22 | -16 | . | 97 | 1.3 | 19 | 2.7
CCc1ccc(OCC(=O)NC(NC(=S)Nc2ccc(C)cc2C)C(Cl)(Cl)Cl)cc1 (stereo unspecified) | 4.8 | 2 | 156 | 10 | 18 | 3 | 2.3 | 98 | -0.5 | . | -0.7
O=C(CNc1ccccc1C(=O)O)c1ccccc1 | 2.3 | 5 | -16 | -12 | -16 | 71* | 3.1 | 100 | 2.4 | 19 | -14
